# PhoP inhibition: PhoP-dependent GFP reporter repression – Salmonella Typhimurium, primary screen (AID 1863); inhibition, % at 50 µM, or IC50 in µM where a hit was titrated; 0.16% of 300,000 active; S. Typhimurium PhoP-regulated promoter GFP reporter, 4 h; higher % means a stronger effect;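 active = inhibition over 29.93%, a cutoff 3 SD above the screen mean, later confirmed by dose response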;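 note: 0% = low Mg2+ inducing control and 100% = high Mg2+ repressing control; strong numbers were not always called active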
# T cell HTS: T cell immune modulation candidate. 2C CD8+ T cell-vesicle binding, flow cytometry; active compounds read low. 0.068% of 330,000 active. calls only at 7 µM;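 active = response, share of CD8 T cells binding vesicles, and their 90th percentile fluorescence all below set limits, cut at about 80% in these data, passing the limit was not always enough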
#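 Benchmarks: naked versus QL9-loaded vesicles / Assay system: purified 2C TCR transgenic mouse naive CD8+ T cells / Technique: high-throughput flow cytometry with anti-B7-1 and anti-CD8 staining / Timing: Cell–vesicle co-incubation 1.5 h at 37 °C, staining 20 min on ice / Read-out: percent CD8+ FL2 mean versus row control / Probe or stimulus: QL9-loaded Drosophila micro-vesicles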
# Lipid droplet: hepatic lipid droplet formation modulation; AML12 mouse hepatocytes, oleate lipid droplets, BODIPY imaging; inhibition, % at 6.5 µM; 0.4% of 240,000 active; AID 1656;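 active = lipid droplet intensity inhibited by at least 50%, with more than 500 cells counted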
#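 System: AML12 hepatocytes (mouse). Probe or stimulus: oleic acid at 100 µM to induce lipid droplet formation. Times: overnight treatment with compound plus oleate. Detection: Image-based BODIPY and DAPI two-channel analysis. Evaluation: percent inhibition of filter-corrected integrated lipid droplet intensity per well.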
# Lipid droplet cells 6.5 µM: also measured in Lipid droplet; calls as there; cell count; measured here: cell count, cytotoxicity flag;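 cells counted across two imaged fields per well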
# T cell HTS vesicle-bound %: second read-out of T cell HTS, no call of its own (marks repeat the call); double positive events, %; measured here: CD8+ vesicle-bound cell fraction;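 binding gate set so that unloaded-vesicle control wells show 10% double positive cells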
# * = called active by the depositor; i = inactive. The list is partial; count on the stated rates, not on these rows.
# Preview:
SMILES,PhoP inhibition,T cell HTS,T cell HTS vesicle-bound %,Lipid droplet,Lipid droplet cells 6.5 µM
CCn1c(SCC(=O)NNC(=O)c2ccc(OC)cc2)nnc1C1CC1,-3%,i,27,-16,801
Cn1c(CC(=O)Nc2ccc(F)cc2)nnc1SCC(=O)NC1CCCCC1,-6%,i,29,18,699
CC(=O)c1sc(N/N=C\c2ccc(N(C)C)cc2)nc1C,-1%,i,57,14,777

# Main list, from the start:
SMILES,PhoP inhibition,T cell HTS,T cell HTS vesicle-bound %,Lipid droplet,Lipid droplet cells 6.5 µM
CCn1c(SCC(=O)NNC(=O)c2ccc(OC)cc2)nnc1C1CC1,-3%,i,27,-16,801
Cn1c(CC(=O)Nc2ccc(F)cc2)nnc1SCC(=O)NC1CCCCC1,-6%,i,29,18,699
CC(=O)c1sc(N/N=C\c2ccc(N(C)C)cc2)nc1C,-1%,i,57,14,777
O=C1Nc2ccccc2/C1=C/c1ccccc1F,-2%,i,16,10,408
O=C(Nc1nc2ccccc2[nH]1)c1cccc(Cl)c1,6%,i,57,21,892
COc1cc(NC(=O)C2=CC(c3ccco3)=NS(=O)(=O)N2C)cc(OC)c1OC,2%,i,27,-10,734
CCC(=O)c1cn(CC(=O)Nc2ccccc2Cl)c2ccccc12,1%,i,47,-9,731
CC12CC3CC(C)(C1)CC(C(=O)N1CCN(C(=O)C4CCCO4)CC1)(C3)C2 (stereo not drawn),-4%,i,7,-4,843
N#Cc1cc2cc3c(cc2nc1SCC(=O)N1CCOCC1)OCCO3,-8%,i,32,-10,810
Cc1cc(C)cc(N2C(=O)C3CCCN3C2=S)c1 (stereo not drawn),1%,i,33,-4,835
O=c1c2ccccc2ncn1Cc1ccc(Cl)c(Cl)c1,-5%,i,50,-20,798
COc1cc(SC)ccc1C(=O)N(Cc1ccccc1)c1ccccc1,1%,i,59,-9,608
Cc1ccc(N2C(=O)C(Cl)=C(N3CCCCCC3)C2=O)cc1,-2%,i,44,-13,780
CCOC(=O)COc1ccc(C(c2c(C)[nH][nH]c2=O)c2c(C)[nH][nH]c2=O)cc1,-3%,i,34,4,789
COc1ccccc1-c1nnc(NC(=O)Cc2ccccc2)o1,-6%,i,32,-2,783
N#CCCN(C(=O)c1ccc2c(=O)n3c(nc2c1)CCCCC3)c1ccccc1,-8%,i,14,-6,673
CCC(Oc1ccccc1OC)C(=O)Nc1ccc2c(c1)n(C)c(=O)n2C (stereo not drawn),6%,i,55,11,835
COc1cccc(/C=C2/SC(=S)N(CCC(=O)N3CCOCC3)C2=O)c1,-5%,i,15,1,855
O=C(CNC(=O)c1ccccc1F)NCCN1C(=O)S/C(=C\c2ccccc2Cl)C1=O,9%,i,25,19,695
O=C(NCCc1nnc2ccc(NCCCN3CCOCC3)nn12)c1ccccc1,-2%,i,26,22,660
CCOc1ccc(NC(=O)CSc2ccc3nnc(-c4ccccn4)n3n2)cc1,-4%,i,60,-4,839
COc1ccc(CNC(=O)CCCC(=O)n2nc(C)c3ccccc32)cc1,-8%,i,33,-35,708
Cc1cc(OC(C)C(=O)NCc2ccccn2)c2c(C)c(C)c(=O)oc2c1 (stereo not drawn),-4%,i,22,0,661
O=S(=O)(c1ccc(Cl)cc1)N1CN(CC2CCCO2)c2nc3ccccc3nc21 (stereo not drawn),-6%,i,52,-68,701
CCOc1ccc(C2C(C(=O)c3ccco3)=C(O)C(=O)N2CCCn2ccnc2)cc1OCC (stereo not drawn),-8%,i,24,6,740

# Whole records, looked up by structure. Order of screens: PhoP inhibition | T cell HTS | T cell HTS vesicle-bound % | Lipid droplet | Lipid droplet cells 6.5 µM
# `Cc1cc(C)cc(N2C(=O)C3CCCN3C2=S)c1` (stereo not drawn) as listed: 1% | i | 33 | -4 | 835
# `O=S(=O)(c1ccc(Cl)cc1)N1CN(CC2CCCO2)c2nc3ccccc3nc21` (stereo not drawn) as listed: -6% | i | 52 | -68 | 701

# More records follow:
SMILES,PhoP inhibition,T cell HTS,T cell HTS vesicle-bound %,Lipid droplet,Lipid droplet cells 6.5 µM
O=S(=O)(Nc1nc2ccccc2s1)c1cc(F)ccc1F,-6%,i,28,-17,779
O=C(NCc1cccc(F)c1)C1CCC(=O)N(CC2CCCCC2)C1 (stereo not drawn),-6%,i,66,-21,655
O=C(CN(C(=O)CNC(=O)c1cccs1)c1ccccc1F)NC1CCCC1,-2%,i,24,-6,805
COc1ccccc1N1CCN(C2CCCN(C(=O)CN3CCCCC3=O)C2)CC1 (stereo not drawn),-5%,i,4,-3,830
Cc1cc(NS(=O)(=O)c2ccc(NC(=O)/C=C/c3c(F)cccc3Cl)cc2)no1,-2%,i,64,15,890
CC(Oc1ccc(Cl)cc1Cl)C(=O)NNC(=O)c1cccnc1 (stereo not drawn),-2%,i,7,0,710
CCCCN(CC)CCNC(=S)Nc1ccc2nc(N3CCN(C)CC3)cc(C)c2c1,0%,i,10,-42,718
O=C(NC(=S)Nc1nc(-c2ccc([N+](=O)[O-])cc2)cs1)c1ccco1,-3%,i,70,-5,676
CCC(C)c1ccc(NC(=O)NCc2cccnc2)cc1 (stereo not drawn),1%,i,4,-2,844
Cc1nnc(NCc2cccc(Cl)c2)c2ccccc12,4%,i,33,-6,752
CCCCc1ccc(S(=O)(=O)N/N=C(/C)c2ccncc2)cc1,-4%,i,47,-37,723
CCc1ccccc1N(CC(=O)NC1CCCCC1)C(=O)CCCC(=O)Nc1ccccn1,-2%,i,55,-6,820
Cc1c(Cc2ccccc2)c(=O)oc2c(C)c(OCC(=O)NCc3ccccn3)ccc12,7%,i,18,-4,763
COc1cccc(NC(=O)N2CCCC2C(=O)NCc2ccco2)c1 (stereo not drawn),-3%,i,39,9,835
CSc1ccccc1OCc1cc(C(=O)NC(C)CCn2cccn2)no1 (stereo not drawn),4%,i,28,-2,641
CN1C(=O)c2ccccc2Sc2ccc(C(=O)O)cc21,-1%,i,61,12,807
COC(=O)c1ccc(CN2CCC(Oc3cccc(C(=O)N4CCCC4)c3)CC2)cc1,0%,i,9,-1,682
O=C(COc1ccc2cc(Br)ccc2c1)N1CCCC1,0%,i,32,-7,659
O/C=c1\ccc2cccc3nc(C(F)(F)F)nc1c23,-3%,i,46,21,707

# Some of the entries so far, as labelled records:
CCCCc1ccc(S(=O)(=O)N/N=C(/C)c2ccncc2)cc1
  PhoP inhibition = -4%	T cell HTS = i	T cell HTS vesicle-bound % = 47	Lipid droplet = -37	Lipid droplet cells 6.5 µM = 723
CCc1ccccc1N(CC(=O)NC1CCCCC1)C(=O)CCCC(=O)Nc1ccccn1
  PhoP inhibition = -2%	T cell HTS = i	T cell HTS vesicle-bound % = 55	Lipid droplet = -6	Lipid droplet cells 6.5 µM = 820
Cc1c(Cc2ccccc2)c(=O)oc2c(C)c(OCC(=O)NCc3ccccn3)ccc12
  PhoP inhibition = 7%	T cell HTS = i	T cell HTS vesicle-bound % = 18	Lipid droplet = -4	Lipid droplet cells 6.5 µM = 763
COc1cccc(NC(=O)N2CCCC2C(=O)NCc2ccco2)c1 (stereo not drawn)
  PhoP inhibition = -3%	T cell HTS = i	T cell HTS vesicle-bound % = 39	Lipid droplet = 9	Lipid droplet cells 6.5 µM = 835
